Bioassay records from PubChem.
CHRM1 PAM – human CHRM1 positive allosteric modulation; activation, % at 3 µM; P11229; CHO-K1 hM1, Fluo-8 calcium fluorescence, ACh EC20; 0% = ACh EC20, 100% = maximal ACh; 360,000 tested, 0.088% active; in the data active means activation above about 19%, passing the limit was not always enough
CHRM5 agonist – agonists of human muscarinic M5 receptor (CHRM5); 360,000 tested, 0.19% active; CHO-K1 hM5 cells, Fluo-8 calcium fluorescence; 0% DMSO wells, 100% maximal acetylcholine response; activation, % at 3 µM; P08912;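 active means activation above the run's mean over test compounds plus 3 SD, cut at about 23% in these data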;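 further: signal is peak over basal fluorescence ratio across the kinetic read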
Target sequence (P08912 whole entry, looked up): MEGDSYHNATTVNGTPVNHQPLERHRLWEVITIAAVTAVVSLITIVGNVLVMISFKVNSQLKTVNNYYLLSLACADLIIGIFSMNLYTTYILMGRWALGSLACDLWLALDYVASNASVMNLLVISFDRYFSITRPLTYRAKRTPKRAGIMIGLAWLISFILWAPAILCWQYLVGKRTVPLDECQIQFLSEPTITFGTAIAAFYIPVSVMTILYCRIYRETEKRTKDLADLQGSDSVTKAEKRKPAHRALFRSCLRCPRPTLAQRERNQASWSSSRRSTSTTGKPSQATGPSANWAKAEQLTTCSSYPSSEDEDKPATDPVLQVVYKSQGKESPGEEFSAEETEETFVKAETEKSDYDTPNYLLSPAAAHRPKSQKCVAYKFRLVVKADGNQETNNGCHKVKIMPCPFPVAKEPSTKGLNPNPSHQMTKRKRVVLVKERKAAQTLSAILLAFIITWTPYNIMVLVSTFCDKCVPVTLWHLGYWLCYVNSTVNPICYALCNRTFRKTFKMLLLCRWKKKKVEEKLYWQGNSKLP
CHRM5 antagonist – antagonists of human muscarinic M5 receptor (CHRM5). 360,000 tested, 0.59% active. inhibition, % at 3 µM. AID 624040. CHO-hM5 cells, Fluo-8 calcium fluorescence, ACh EC80;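 active means inhibition above a per-plate cutoff, the mean of that plate's test compounds plus 3 SD, cut at about 27% in these data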;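 further: 0% = acetylcholine EC80 with DMSO and 100% = DMSO without agonist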
CHRM1 antagonist – blocks human M1 muscarinic receptor. CHO-K1 hM1, Fluo-8 calcium fluorescence, ACh EC80 antagonist. inhibition, % at 3 µM. P11229. 360,000 tested, 1.3% active;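 active means percent inhibition above its own plate's cutoff, namely the mean of that plate's compound wells plus 3 SD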;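 further: peak over basal fluorescence ratio during 140 s after agonist addition; 0% = ACh EC80 plus DMSO and 100% = DMSO alone without agonist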
CHRM1 agonist – human M1 muscarinic receptor agonism; AID 588814; CHO-K1 hM1, Fluo-8 calcium fluorescence, agonist mode; 0% DMSO, 100% acetylcholine EC100; activation, % at 3 µM; 360,000 tested, 0.33% active;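 active means activation above the run's mean compound activation plus 3 SD, cut at about 16% in these data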;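 further: peak over basal fluorescence ratio within a 140 s kinetic read after compound addition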
CHRM5 PAM – potentiates acetylcholine response at human M5 receptor; CHO-K1 hM5, Fluo-8 calcium, ACh EC20 PAM; 0% = ACh EC20, 100% = ACh EC100; activation, % at 3 µM; 360,000 tested, 0.3% active;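 active means activation above the run cutoff, the mean activation of all test compounds plus 3 SD, cut at about 18% in these data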
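Test system: CHO-K1 hM5 cells / Doses: single-point, 3 µM nominal / Times: Post-acetylcholine fluorescence recording 140 s / Technique: Fluo-8 calcium fluorescence / Measure: Max/basal fluorescence ratio as % of EC20–EC100 ACh window / Benchmarks: low control EC20 acetylcholine (0%), high control EC100 acetylcholine (100%) / Replicates: one well per compound, no replicates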
TAAR1 agonist – human TAAR1 agonism; Q96RJ0; CHO RD-HGA16 TAAR1, Fluo-8 calcium fluorescence; vehicle wells 0%, saturating PEA agonist 100%; activation, % at 3 µM; 360,000 tested, 0.99% active; AID 624467;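 active means activation above the mean activation of all test compounds in the run plus 3 SD, cut at about 38% in these data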
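System: CHO-derived RD-HGA16 cells with stable Gα16 and human TAAR1 / Times: 17-24 h plating, Fluo-8 75 min 37 °C, 30 min RT / Technique: calcium-sensitive Fluo-8 signal, excitation 470-495, emission 515-575 nm / Measure: % activation relative to PEA EC100 response / Benchmarks: DMSO and PEA EC100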
M4 antag – antagonists of human muscarinic M4 receptor (CHRM4); AID 624125; CHO-hM4 cells, ACh EC80, Fluo-8 calcium fluorescence; inhibition, % at 3 µM; 360,000 tested, 0.73% active;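 active means inhibition above its plate's cutoff, the mean inhibition of sample wells plus 3 SD, cut at about 27% in these data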;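 further: 0% = acetylcholine EC80 with DMSO and 100% = DMSO without agonist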
Target sequence (P08173 whole entry, looked up): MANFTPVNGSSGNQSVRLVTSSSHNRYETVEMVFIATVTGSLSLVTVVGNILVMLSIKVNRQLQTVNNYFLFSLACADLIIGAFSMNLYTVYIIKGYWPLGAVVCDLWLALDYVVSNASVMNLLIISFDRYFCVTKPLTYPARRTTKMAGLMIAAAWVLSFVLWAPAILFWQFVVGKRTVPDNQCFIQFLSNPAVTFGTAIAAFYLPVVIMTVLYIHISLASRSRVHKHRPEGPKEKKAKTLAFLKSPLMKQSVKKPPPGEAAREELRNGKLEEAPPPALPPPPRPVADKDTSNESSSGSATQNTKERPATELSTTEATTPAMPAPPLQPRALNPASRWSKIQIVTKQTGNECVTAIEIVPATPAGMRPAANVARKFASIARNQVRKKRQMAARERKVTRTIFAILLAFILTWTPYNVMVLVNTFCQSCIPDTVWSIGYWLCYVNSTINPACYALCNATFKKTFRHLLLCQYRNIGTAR
M4 ag – agonists of human muscarinic M4 receptor (CHRM4). activation, % at 3 µM. AID 624127. 360,000 tested, 0.14% active. CHO-K1 hM4/Gqi5, Fluo-8 calcium fluorescence; vehicle 0%, full acetylcholine response 100%. P08173;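 active means activation above the run mean over all test wells plus 3 SD, cut at about 32% in these data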;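 further: peak over basal fluorescence ratio per well then scaled between controls; 0% = DMSO wells and 100% = acetylcholine at EC100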
Numbers without * were called inactive; x = not tested or not shown. These rows are one share of the data; the hit share may differ from the screen's.

SMILES	CHRM1 PAM	CHRM5 agonist	CHRM5 antagonist	CHRM1 antagonist	CHRM1 agonist	CHRM5 PAM	TAAR1 agonist	M4 antag	M4 ag
COc1cc(C(c2sc3nc(C)nn3c2O)N2CCC3(CC2)OCCO3)cc(OC)c1OC (centres undefined)	6	-2	-4	-18	-2	1	1	-7	0
COc1ccccc1CNS(=O)(=O)CCNC1CC1	10	0	-3	-13	0	0	3	-11	0
CC(=O)NC12CC3CC(C1)CC(C(=O)N1CCN(S(=O)(=O)c4cccc(C(F)(F)F)c4)CC1)(C3)C2	3	-3	5	-4	-3	-5	2	-12	2
O=C(CS(=O)(=O)c1ccccc1)Nc1ccc(Cl)cn1	7	-4	10	-11	-3	1	1	9	1
Cc1ccc(N2CCN(CC(O)COc3ccc([N+](=O)[O-])cc3)CC2)cc1 (centres undefined)	3	-5	-8	-6	-14	-6	4	-14	4
O=C(Nc1ccon1)c1cccc(S(=O)(=O)N2CCCC2)c1	7	-1	-6	-9	2	2	16	6	1
O=C(NC1CCCCC1)N1CCSC1=Nc1ccccc1	-3	-5	-5	0	-5	-1	32	-1	-3
CCn1c(/C=N/Nc2ccc(C(=O)O)cc2)nc2ccccc21	4	0	12	5	-1	1	2	1	1
CC(OC(=O)c1ccc(Br)o1)C(=O)Nc1ccc2c(c1)OCCO2 (centres undefined)	9	-2	20	-4	-6	-5	0	3	0
CCOc1cc(CNCCN2CCOCC2)ccc1OCc1ccccc1Cl	-4	-4	1	1	-2	4	4	7	5
O=c1c2c([nH]n1-c1ccccc1)CCCC2	-2	-1	5	4	-4	-3	-1	-3	1
O=C(Nc1ccccc1)c1ccc2nc(-c3ccco3)c(-c3ccco3)nc2c1	-5	4	0	-6	-1	-2	1	1	9
Cc1ccccc1CSCC(=O)NC(=O)NCc1ccco1	-7	-3	2	18	-4	-2	6	13	-2
CCOC(=O)C1C(=O)Nc2nc(C)nn2C1c1ccccc1 (centres undefined)	0	0	-3	2	-2	2	4	4	0
O=C(Nc1ccc2c(c1)OCCO2)c1cccnc1Oc1ccc(Cl)cc1	5	5	4	-7	-4	1	-2	-7	1
CC(C)CC1C2C(=O)N(c3ccccc3)C(=O)C2ON1c1ccccc1 (centres undefined)	-2	-6	3	4	-5	1	4	-6	0
CC(=O)N1CCN(c2ccc(NC(=O)C(C)Oc3ccc(Cl)cc3Cl)cc2)CC1 (centres undefined)	-3	-2	-6	-21	0	-1	11	0	9
COc1ccccc1N1CCN(Cc2ccc(OC)c(OC)c2OC)CC1	2	-4	16	0	-7	-5	3	-12	0
S=c1nc2ccccc2c2nc(-c3ccccc3Cl)[nH]n12	0	-1	8	5	-2	-4	0	3	1
COc1ccc(OC)c(C2/C(=C(\O)c3ccc4c(c3)OCCO4)C(=O)C(=O)N2CC2CCCO2)c1 (centres undefined)	7	-4	2	-2	-2	-2	0	2	0
Cc1nn(-c2ccccc2)c(Cl)c1/C=C1\SC(=S)N(CCCCCC(=O)O)C1=O	18	19	9	-19	12	-2	13	-2	1
CC1C(=O)N(Cc2cn(Cc3ccco3)nn2)CCS(=O)(=O)N1Cc1ccc(-c2ccccc2)cc1 (centres undefined)	11	0	2	-16	-2	1	0	2	2
COc1ccc(NC(=O)CSc2nc3ccccc3nc2N2CCOCC2)c(OC)c1	6	2	0	-4	-3	1	2	6	0
O=C(CSc1nc(-c2ccccc2)cs1)NCCCN1CCCC1=O	-1	-3	2	-1	-6	-1	4	14	2
Nc1ccc(C(=O)Nc2nccs2)cc1	4	3	4	3	0	4	2	-6	2
Cc1ccc(CNC(=O)C2CCC(=O)N(Cc3cccc(F)c3)C2)s1 (centres undefined)	-1	1	-1	1	-1	-2	0	5	0
Cc1noc(C)c1C(=O)N(CC(=O)NC1CCCC1)Cc1ccccc1F	-4	-2	2	17	-6	2	4	1	1
N/C(=N\OC(=O)Cc1ccc(Cl)cc1)c1cccnc1	9	-2	2	-15	-5	-1	x	-6	-1
O=C(c1ccccc1)c1ccc(Oc2ccc(C(=O)O)c(C(=O)O)c2)cc1	1	-8	11	-7	-5	1	0	5	-1
O=C(CC1SC(N2CCCCC2)=NC1=O)Nc1ccc(C(=O)NCc2ccccc2)cc1 (centres undefined)	3	4	12	-4	-2	2	0	-2	0
c1ccc(CCn2nnnc2CN2CCN(C3CCCC3)CC2)cc1	8	-7	1	-11	-5	-7	18	3	1
O=C(NCCC(=O)N1CCCC(C(F)(F)F)C1)c1ccccc1Cl (centres undefined)	5	-1	9	-5	-2	-2	0	-6	1
CCn1cc(C(=O)O)c(=O)c2cc(F)c(N3CCN(C(=S)NC(=O)c4ccc(Br)cc4)CC3)cc21	4	-2	-9	-2	-6	4	1	-2	1
COc1ccc(C(=O)N(C)[C@H]2C[C@H]3c4[nH]c5ccccc5c4CCN3C(=O)[C@H]2CO)cc1	1	2	-2	3	-3	3	2	-4	3
Cc1cc(C)nc(/N=C(\N)Nc2ccc(F)c([N+](=O)[O-])c2)n1	-6	8	6	-4	-1	-12	68*	26	55*
CCSC(C)CC1CC(=O)CC(=O)C1 (centres undefined)	-7	1	-2	-6	-2	-1	8	4	0
FC(F)(F)c1ccccc1Cc1c(C2CCCCC2)nc2c3ccccc3ccn12	-1	0	-3	11	2	-8	-1	-14	-2
Cc1ccc(S(=O)(=O)N/N=c2\sc3ccccc3n2C)cc1	-1	0	0	-3	-4	-7	1	6	0
O=C(CCCN1C(=O)/C(=C\c2ccccc2)SC1=S)Nc1ccccc1O	3	2	9	3	-1	-12	0	9	7
Cc1ccc(C(=O)NCC2CCCO2)cc1N1CCCC1=O (centres undefined)	9	-5	-11	-13	-2	4	-2	1	1

In another format: 16 of the compounds above.
smiles,CHRM1 PAM,CHRM5 agonist,CHRM5 antagonist,CHRM1 antagonist,CHRM1 agonist,CHRM5 PAM,TAAR1 agonist,M4 antag,M4 ag
Nc1ccc(C(=O)Nc2nccs2)cc1,4,3,4,3,0,4,2,-6,2
Cc1ccc(CNC(=O)C2CCC(=O)N(Cc3cccc(F)c3)C2)s1 (centres undefined),-1,1,-1,1,-1,-2,0,5,0
Cc1noc(C)c1C(=O)N(CC(=O)NC1CCCC1)Cc1ccccc1F,-4,-2,2,17,-6,2,4,1,1
N/C(=N\OC(=O)Cc1ccc(Cl)cc1)c1cccnc1,9,-2,2,-15,-5,-1,x,-6,-1
O=C(c1ccccc1)c1ccc(Oc2ccc(C(=O)O)c(C(=O)O)c2)cc1,1,-8,11,-7,-5,1,0,5,-1
O=C(CC1SC(N2CCCCC2)=NC1=O)Nc1ccc(C(=O)NCc2ccccc2)cc1 (centres undefined),3,4,12,-4,-2,2,0,-2,0
c1ccc(CCn2nnnc2CN2CCN(C3CCCC3)CC2)cc1,8,-7,1,-11,-5,-7,18,3,1
O=C(NCCC(=O)N1CCCC(C(F)(F)F)C1)c1ccccc1Cl (centres undefined),5,-1,9,-5,-2,-2,0,-6,1
CCn1cc(C(=O)O)c(=O)c2cc(F)c(N3CCN(C(=S)NC(=O)c4ccc(Br)cc4)CC3)cc21,4,-2,-9,-2,-6,4,1,-2,1
COc1ccc(C(=O)N(C)[C@H]2C[C@H]3c4[nH]c5ccccc5c4CCN3C(=O)[C@H]2CO)cc1,1,2,-2,3,-3,3,2,-4,3
Cc1cc(C)nc(/N=C(\N)Nc2ccc(F)c([N+](=O)[O-])c2)n1,-6,8,6,-4,-1,-12,68*,26,55*
CCSC(C)CC1CC(=O)CC(=O)C1 (centres undefined),-7,1,-2,-6,-2,-1,8,4,0
FC(F)(F)c1ccccc1Cc1c(C2CCCCC2)nc2c3ccccc3ccn12,-1,0,-3,11,2,-8,-1,-14,-2
Cc1ccc(S(=O)(=O)N/N=c2\sc3ccccc3n2C)cc1,-1,0,0,-3,-4,-7,1,6,0
O=C(CCCN1C(=O)/C(=C\c2ccccc2)SC1=S)Nc1ccccc1O,3,2,9,3,-1,-12,0,9,7
Cc1ccc(C(=O)NCC2CCCO2)cc1N1CCCC1=O (centres undefined),9,-5,-11,-13,-2,4,-2,1,1

(further entries)
SMILES	CHRM1 PAM	CHRM5 agonist	CHRM5 antagonist	CHRM1 antagonist	CHRM1 agonist	CHRM5 PAM	TAAR1 agonist	M4 antag	M4 ag
O=C(O)/C=C/c1cn(-c2ccccc2)nc1-c1ccccc1	7	-1	8	-9	-6	-3	0	10	0
Cc1cccc(OS(=O)(=O)NC(=O)OCC2CCCN3CCCCC23)c1 (centres undefined)	7	-1	4	-1	-5	2	0	-3	1
Cc1ccc2c(c1)-c1cc(C)nn1C(c1sccc1C)N2 (centres undefined)	10	-1	-3	6	-1	-3	1	-3	-2
O=C(CN1C(=O)NC2(CCCC2)C1=O)N1CCN(c2ccccc2Cl)CC1	7	-1	-1	-6	-2	1	2	-7	2
COCCN(CC(=O)Nc1ccccc1C)S(=O)(=O)c1ccc(S(=O)(=O)N2CCCC2)cc1	1	-9	-1	2	-4	2	4	-2	1
NC(=O)CSc1nnc2ccc(-c3ccc(Cl)cc3)nn12	11	-7	9	-18	-5	-1	-1	12	-1
FC(F)(F)COc1nc(N2CCCCC2)nc(N2CCNCC2)n1	4	-8	-7	-2	-3	-2	17	-3	1
O=C(N/N=C\c1ccccn1)c1cccc(C(=O)N/N=C\c2ccccn2)n1	-6	-1	15	6	-4	-6	9	-16	8
Cc1ccc(N2C(=O)C(CC(=O)Nc3cccc(F)c3)N(C3CC3)C2=O)cc1 (centres undefined)	-7	6	14	22	0	-13	1	6	20
N/C(=N\OC(=O)CC1CCCCC1)c1cccc([N+](=O)[O-])c1	4	-5	-3	0	-9	3	6	0	-1
COc1ccccc1NC(=O)CSc1nnc(COc2ccccc2OC)n1C	4	1	3	-8	-9	-4	0	-8	2
CN(CCc1ccccc1)C(=O)c1ccc(NC(=O)Cc2ccc(NC(=O)C3CCCN(C(=O)C4CC4)C3)cc2)cc1 (centres undefined)	8	1	-9	-9	6	5	5	-7	-1
CC1(C)C(=O)OC(C(=O)c2ccccc2)C(C)(C)C1=O (centres undefined)	13	-3	5	-8	-5	1	7	-2	0
CCc1ccccc1NC(=O)COc1ccc2c(c1)OCO2	4	-1	4	3	-4	5	20	-5	0
CCOC(=O)c1ccc(S(=O)(=O)N2CCC(C(=O)NCC3COc4ccccc4O3)CC2)cc1 (centres undefined)	5	-1	7	-10	-3	-3	4	4	3
Cc1nc2ccc([N+](=O)[O-])cc2c(=O)n1Cc1ccc(Cl)cc1	8	-2	13	-15	-1	-6	1	12	1
CCCCOc1ccc(C(=O)N2CCCC2)cc1	1	-4	16	1	-5	-7	1	3	-2
